Vif-APOBEC3G blk – qHTS for Inhibitors of Vif-A3G Interactions: qHTS; AID 602310, 2012; HeLa A3G-eYFP + Vif (tagged APOBEC3G with the HIV-1 protein that degrades it), YFP fluorescence, overnight; DNA dC->dU-editing enzyme APOBEC-3G (Homo sapiens), Q9HC16; Potency, µM (top dose mostly 46.1 µM), inactives show top-dose activity, negative = active, usual class: inhibitors; hit rate 0.076% among 410,000;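 also: potency is read from the fitted curve at half-maximal effect; % is scaled to controls: 0 for no effect and ±100 for the full control effect; nearly all actives have a fitted effect of over 60% in size; hits raise eYFP signal because A3G escapes Vif-driven loss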
Target sequence (Q9HC16 whole entry, looked up): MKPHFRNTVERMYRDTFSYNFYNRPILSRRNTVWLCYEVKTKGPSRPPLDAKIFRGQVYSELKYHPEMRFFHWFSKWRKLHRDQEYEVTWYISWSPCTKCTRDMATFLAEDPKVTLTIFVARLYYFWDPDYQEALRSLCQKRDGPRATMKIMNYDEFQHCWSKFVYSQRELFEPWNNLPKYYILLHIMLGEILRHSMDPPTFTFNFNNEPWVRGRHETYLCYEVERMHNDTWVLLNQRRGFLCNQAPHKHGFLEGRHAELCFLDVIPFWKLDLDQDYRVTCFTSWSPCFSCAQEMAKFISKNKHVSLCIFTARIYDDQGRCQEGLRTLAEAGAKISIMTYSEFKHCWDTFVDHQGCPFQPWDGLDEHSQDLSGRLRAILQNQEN
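HeLa cells stably expressing Vif and C-terminally eYFP-tagged A3G, seeded overnight at 37 deg C, then exposed to compound by pintool overnight at 37 deg C. Rise in yellow fluorescence (Ex 488/Em 500-530, Acumen) marks blocked Vif-driven A3G degradation.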
ERG-DNA inh – qHTS for Small Molecule Inhibitors of the ERG Ets/DNA interaction | Transcriptional regulator ERG (Homo sapiens), P11308 | fluorescence polarization, His-ERG Ets domain / labelled DNA | Potency, µM (titrated, usually from 76.9 µM), inactives show at the top dose FP activity, negative = inhibition, actives largely listed as inhibitors | hit rate 0.028% among 370,000; active = well fitted inhibition curve with a large enough effect in the polarisation, with a control signal flat; inconclusive = small, poorly fitted or top-dose-only effect, or effect the other way, or a change in a side signal; inactive = no such curve, though single readings can be large or run the other way; the % refers to the polarisation;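 also: polarization taken with two DNA probes labelled with fluorescein and Texas red; potency is read from the fitted curve at half-maximal effect; % of control where 0% means no effect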
Target sequence (P11308 whole entry, looked up, the tested form may be a part): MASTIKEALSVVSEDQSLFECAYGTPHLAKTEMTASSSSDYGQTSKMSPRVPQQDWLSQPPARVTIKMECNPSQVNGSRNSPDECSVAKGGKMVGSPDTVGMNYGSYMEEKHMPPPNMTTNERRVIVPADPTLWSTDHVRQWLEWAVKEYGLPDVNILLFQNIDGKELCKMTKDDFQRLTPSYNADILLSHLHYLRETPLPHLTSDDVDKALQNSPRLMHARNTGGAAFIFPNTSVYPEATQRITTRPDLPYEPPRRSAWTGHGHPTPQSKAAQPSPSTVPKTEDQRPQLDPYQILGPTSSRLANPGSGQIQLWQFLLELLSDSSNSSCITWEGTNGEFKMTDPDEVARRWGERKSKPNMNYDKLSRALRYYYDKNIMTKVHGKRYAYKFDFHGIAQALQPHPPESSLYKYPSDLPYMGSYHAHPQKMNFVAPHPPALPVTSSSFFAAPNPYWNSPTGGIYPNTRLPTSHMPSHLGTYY
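His-tagged ERG Ets domain (1 uM in the protein solution; 300mM KCl, 50mM Tris-HCl, 1mM EDTA, 1mM DTT, pH 7.5) received compound, then a probe mix of 5 nM fluorescein-DNA and 100nM Texas-615-DNA. Fluorescence polarization was read for both dyes.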
LDHA inh – qHTS assay for inhibitors of human lactate dehydrogenase; L-lactate dehydrogenase A chain (Homo sapiens), P00338; purified LDHA, NADH/diaphorase-resazurin fluorescence; stronger effect = lower value; activity change, % (values are at about 110 or 230 µM); hit rate 0.15% among 480,000; in the data active = activity change below about -30%; inconclusive = mostly about -25% to -30%;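 also: plate controls were DMSO wells for no effect and wells without enzyme for full effect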
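LDH5 2 nM; NADH 0.06 mM, pyruvate 0.2 mM; 200 mM Tris pH 7.4, EDTA, Tween-20; 5 min RT. Detection: diaphorase 0.133 mg/mL + resazurin 37 µM, fluorescence ex540/em590 at 0 and 20 min; normalized to enzyme-free and DMSO wells.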
ALOX12 inh – Primary qHTS assay for inhibitors of human arachidonate 12S-lipoxygenase (ALOX12): Round 2 | Polyunsaturated fatty acid lipoxygenase ALOX12 (Homo sapiens), P18054 | purified 12hLO, xylenol orange hydroperoxide absorbance | Potency, µM (highest dose often 108 µM), inactives show at the highest dose activity change, negative = inhibition, actives largely listed as inhibitors | hit rate 1.1% among 580,000; also: potency is read from the fitted curve at half-maximal effect; % is scaled to controls: 0 for no effect and ±100 for the full control effect
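Purified human 12hLO (150 nM final) in 25 mM Hepes, 0.01% Triton X-100, pH 7.0 was preincubated 15 min at room temperature with compound. Then 40 uM arachidonic acid was added, 30 min. Hydroperoxide was read by Fe-XO absorbance ratio 573/405 nm.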
D2 antagonist – HTS Assay for Allosteric Antagonists of the Human D2 Dopamine Receptor: Primary Screen for Antagonists. D(2) dopamine receptor (Homo sapiens), P14416. HEK293 TREx D2 cells, calcium flux, dopamine EC80. inhibition, % at 10 µM. hit rate 2% among 340,000. AID 485344, 2010; in the data active = inhibition above about 30%; also: 0% is about no effect
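In this primary screen, negative modulation is detected by tracking calcium flux after an EC80 dopamine challenge in inducible HEK293 T-REx D2 cells preexposed to test compound for 180 s.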
RGS4 inh – Inhibitors of Regulator of G Protein Signaling (RGS) 4: qHTS. Transcreener GDP fluorescence polarization, RGS4-accelerated GTP hydrolysis. Potency, µM (top dose mostly 114 µM), for the others: top-dose activity change, negative = inhibition, usual class: inhibitors. Regulator of G-protein signaling 4 (Homo sapiens), P49798. hit rate 0.039% among 390,000. AID 504845, 2011; also: potency is read from the fitted curve at half-maximal effect; % is scaled to controls: 0 for no effect and ±100 for the full control effect; nearly all actives have a fitted effect of over 75% in size; some results filed as inactive show a strong effect at the top dose
Target sequence (P49798 whole entry, looked up): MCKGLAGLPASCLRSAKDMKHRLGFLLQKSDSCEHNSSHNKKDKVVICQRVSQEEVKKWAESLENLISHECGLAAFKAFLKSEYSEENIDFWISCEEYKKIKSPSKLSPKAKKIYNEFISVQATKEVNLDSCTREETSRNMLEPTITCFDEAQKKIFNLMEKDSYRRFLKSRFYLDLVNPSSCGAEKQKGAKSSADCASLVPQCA
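MLSMR compounds (23 nl, pin-transferred) preincubated 10 min at room temperature with a 500nM (2x) first reagent, then RGS4 at 900nM (2x) plus Transcreener GDP mix added; fluorescence polarization (620/688 nm) read before and after 90 min at 30 °C.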
D2 ag – HTS Assay for Allosteric Agonists of the Human D2 Dopamine Receptor: Primary Screen for Agonists | D(2) dopamine receptor (Homo sapiens), P14416 | HEK293 T-REx D2 cells, calcium flux agonist mode | activation, % at 2 µM | hit rate 0.53% among 340,000 | AID 485358, 2010;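 active = activation over 3 SD above normal in the single-dose calcium agonist read, cut at about 30% in these data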; also: 0% is about no effect
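HEK293 Trex D2 cells, tetracycline-induced, o/n 30 C 5% CO2; no-wash Ca dye, RT 30–90 min; 10-cycle baseline, 23 nl cpd added, kinetic Ca read 180 s; agonist hits = positive Ca response.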
Vif-A3F inh – qHTS for Inhibitors of Vif-A3F Interactions: qHTS. HeLa A3F-eYFP + Vif (tagged APOBEC3F with the HIV-1 protein that degrades it), YFP fluorescence increase. Potency, µM (top dose mostly 46.1 µM), for the others: at the top dose activity, negative = active. hit rate 0.2% among 390,000; also: potency is read from the fitted curve at half-maximal effect; % of control where 0% means no effect; nearly all actives have a fitted effect of over 65% in size
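HeLa cells stably expressing A3F-eYFP plus Vif, plated and incubated overnight at 37 deg C, then exposed to compounds overnight at 37 deg C. Blocked degradation read as raised yellow fluorescence (Ex 488/Em 500-530).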
GRP78 ERSR act – qHTS for Inducers of the Endoplasmic Reticulum Stress Response (ERSR) in Human Glioma: qHTS | U87-MG GRP78 promoter luciferase reporter, 16 h | hit rate 0.02% among 420,000 | Potency, µM, without a hit: at the top dose activation, hits mostly activators; also: potency is read from the fitted curve at half-maximal effect; series mostly up to about 76 µM; % of control where 0% means no effect; nearly all actives have a fitted effect of over 35% in size
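Stably transfected U87-MG glioma cells carrying a GRP78-based luciferase sensor; 16 h compound incubation. Luminescence end-point read 10 min after Bright-Glo addition at room temperature.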
Starred values were filed as active, the others as inactive; ? = inconclusive; / = not tested or not shown; [ ] = dose if it differs, or a comment. Unless noted, calls follow the shape of the dose curve; as a rule, active = well fitted curve in the direction sought with a large enough effect; inconclusive = small, poorly fitted or top-dose-only effect, or another doubt; inactive = no such curve, though single readings can be large; an effect the other way counts as inactive or inconclusive. Some of the compounds tested (hit frequency here may not be typical).

SMILES | Vif-APOBEC3G blk | ERG-DNA inh | LDHA inh | ALOX12 inh | D2 antagonist | RGS4 inh | D2 ag | Vif-A3F inh | GRP78 ERSR act
COc1cccc(Sc2nc(-c3ccccc3)ncc2S(C)(=O)=O)c1 | 1% | 1% | -14 | 0% | 9 | -5% | -0.6 | 2% | 1%
CS(=O)(=O)N(CC(=O)N1CCCC1)c1cccc(Cl)c1 | 0% | 1% | 2 | -21% | 6 | 23% | 1.1 | -2% | -3%
O=C(NCC(=O)N1CCN(C(=O)c2ccccc2)CC1)c1ccccc1 | 1% | 4% | -6 | 8% | -8 | -24% | -1.1 | -23% | 7%
CCCCN1CC(=O)N2[C@H](c3ccc(Cl)cc3)[C@@H]3C(=O)N(CC)C(=O)[C@@H]3[C@]2(Cc2ccccc2)C1=O | -1% | 11% | 4 | -9% | 3 | -10% | 0.3 | -4% | -4%
CCOc1ccc(NC(=O)C2CCC(CNc3c(N4CCOCC4)c(=O)c3=O)CC2)cc1 (stereo not given) | 0% | -3% | -10 | ? | -18 | 11% | -0.3 | 1% | -2%
COc1ccc(CCNC(=O)Cc2cc(OC)c(OC)cc2[N+](=O)[O-])cc1OC | -4% | -8% | -5 | -4% | 14 | 6% | 0.0 | -5% | -1%
OC(c1ccc(-c2ccccc2)cc1)c1ncc(-c2ccc(C(F)(F)F)cc2)[nH]1 (stereo not given) | -7% | / | -11 | 4% | / | / | / | / | 6%
O=C1Nc2ccccc2C(O)(C(=O)NCc2ccco2)N1c1ccc(Cl)cc1 (stereo not given) | 3% | -9% | -4 | / | 6 | -27% | 0.2 | -4% | -3%
COc1ccc(OC)c(-c2nc(C(N)=O)c3c(n2)n(-c2ccc4c(c2)OCO4)c(=O)n3C)c1 | 1% | 0% | -3 | -15% | / | -16% | -0.4 | 2% | -4%
C=CCOc1ccn(C)c(=O)n1 | 1% | 10% | 1 | 4% | 10 | 11% | 0.5 | 1% | -2%
CC(C)[C@@H](C(=O)N[C@@H](C(=O)O)c1ccccc1)N1C(=O)N2CCc3c([nH]c4ccccc34)[C@@]2(C)C1=O | 2% | -1% | 4 | -23% | -9 | -24% | -0.5 | 3% | -2%
CCCc1nnc(NC(=O)CCC(=O)N2CCN(c3nc(C)cc(C)n3)CC2)s1 | -2% | 6% | -9 | 63%[activator] | 6 | 22% | 0.0 | 4% | 0%
COc1ccc(NC2=C3CC(C)CC=C3N(c3ccc(OC)cc3)C2=O)cc1 (stereo not given) | 0% | 1% | 1 | -26% | -5 | -18% | 0.1 | 3% | 2%
COc1ccccc1/C=C1\SC(=S)N(CCC(=O)NCCCn2ccnc2)C1=O | 2% | -12% | -8 | -17% | -7 | 15% | -0.4 | 5% | -7%
CCOc1ccccc1N1CCN(Cc2cccc(OC)c2O)CC1 | -5% | -12% | 6 | ? | 68* | -11% | 45* | 7% | -5%
Cc1oc2ccc(O)c(CN3CCCCCC3)c2c1C(=O)Nc1cccc(Cl)c1C | 5% | 9% | 2 | ? | / | 11% | -1.4 | -3% | -2%
O=C(NCCC1=CCCCC1)c1ccc2c(c1)N(Cc1ccccc1F)C(=O)c1ccccc1S2=O (stereo not given) | -1% | 7% | -2 | -24% | / | -13% | / | 6% | -2%
O=C(Cc1ccc(Cl)cc1)OCc1nnc(-c2ccccc2)o1 | 2% | 4% | 0 | 0% | -3 | 5% | 1.3 | -4% | -4%
CCc1ccc(CN2CCC(C(=O)Nc3cccc(-c4nnc(C)s4)c3)CC2)o1 | 1% | 8% | -2 | / | 7 | 7% | 3.6 | -9% | -2%
CCCCSc1ncnc2c1c(-c1ccccc1)cn2-c1cccc(F)c1 | 1% | 9% | -1 | -4% | / | 22% | 0.7 | -2% | -3%
Cc1ccc(Cl)cc1NC(=O)C(=O)NCCc1sc(-c2ccc(F)cc2)nc1C | -1% | 1% | 1 | -28% | / | -20% | / | -2% | -2%
CCN(CCCNC(=O)CSc1cc(=O)n(CC)c2ccccc12)c1cccc(C)c1 | 3% | -6% | 11 | -84% | / | 5% | 0.6 | 0% | -5%
Cc1c(NC(=O)c2ccc(Br)s2)c(=O)n(-c2ccccc2)n1C | -4% | 8% | 1 | -8% | / | -38% | / | 11% | 0%
O=C(NCC(c1cccnc1)N1CCc2ccccc2C1)C(=O)Nc1ccc(F)cc1F (stereo not given) | 1% | 3% | -1 | -9% | / | 14% | -1.7 | -3% | -2%
Cn1c(=O)n(C)c2cc([N+](=O)[O-])c(N3CCN(CCO)CC3)cc21 | 2% | 7% | -3 | ? | -2 | 13% | -0.5 | -11% | -4%

Next section.
SMILES | Vif-APOBEC3G blk | ERG-DNA inh | LDHA inh | ALOX12 inh | D2 antagonist | RGS4 inh | D2 ag | Vif-A3F inh | GRP78 ERSR act
COc1ccc(CNC(=O)c2csc(Cc3ccccc3)n2)cc1 | 0% | -1% | -5 | 0% | -29 | 7% | -1.4 | 1% | 7%
CCCC(=O)Nc1cc(C)c(NC(=O)c2ccncc2)cn1 | -2% | 4% | -1 | 57%[activator] | -3 | -18% | 0.1 | 3% | -3%
O=C(COc1ccccc1)NCCc1csc(-c2cccc(F)c2)n1 | -1% | 1% | -2 | 2% | / | -12% | -1.2 | 1% | 0%
O=C1c2ccccc2NC(c2cn[nH]c2-c2ccccc2)N1O (stereo not given) | -1% | 2% | 3 | -1% | -3 | -7% | 0.0 | 6% | -2%
CNC(=O)NC(=O)COC(=O)c1ccccc1OCc1ccccc1 | -3% | 6% | -6 | 6% | 7 | 10% | -0.8 | 6% | -3%
CCOc1ccc(Nc2ncnc3ccc([N+](=O)[O-])cc23)cc1 | 2% | 1% | -6 | -1% | -2 | -22% | -0.7 | 1% | -7%
CSCCC(NC(=O)c1ccccc1Cl)C(=O)N(C)Cc1cccs1 (stereo not given) | 2% | 0% | -8 | -7% | -9 | 12% | -1.1 | -11% | 0%
Cn1cnnc1Sc1nc([N+](=O)[O-])nn1C | 1% | 10% | 5 | 1% | 7 | -10% | -0.6 | 0% | -5%
Cc1cc(Cl)ccc1OCC(=O)Nc1c(Cl)ccc2nsnc12 | 2% | ? | -5 | -14% | / | 1% | -0.2 | 5% | -1%
O=C(NCC1CCCO1)c1ccc2c(c1)OCO2 (stereo not given) | 0% | / | -5 | -6% | -1 | 16% | 0.2 | -2% | -1%
O=C(NCCN1CCOCC1)c1ccc(Cl)c(S(=O)(=O)NCc2ccccc2)c1 | 1% | 0% | -10 | 0% | / | 15% | / | 2% | -3%
COc1cc(OC)c(OC)cc1CN(C)CC1CCCN(CCc2ccccc2F)C1 (stereo not given) | 1% | 0% | 1 | 0% | -8 | -11% | 0.1 | 2% | -1%
COc1cc2ccccc2cc1C(=O)N1CCCC1 | 0% | -10% | -7 | 11% | 2 | -16% | -0.1 | 0% | 3%
Cn1c(SCC(=O)Nc2ccc(N3CCOCC3)c(Cl)c2)nnc1-c1ccccc1 | 1% | -3% | -11 | / | / | 7% | / | -1% | 2%
Clc1ccc(-c2noc(CSc3nnc(Cc4cccs4)n3-c3ccccc3)n2)cc1 | -2% | 1% | 0 | -2% | -18 | -6% | 0.7 | 4% | -4%
Cc1cc(C)c(C#N)c(Nc2ccccc2)n1 | 0% | 4% | -2 | 23% | / | 32% | 0.4 | -7% | -3%
CCN(CC(=O)Nc1ccc(OC)cc1)C(=O)C1CC(=O)N(Cc2ccccc2)C1 (stereo not given) | 0% | / | 0 | -1% | / | / | / | 1% | -3%
CSc1ccc(C2NN=C(c3ccccc3)S2)cc1 (stereo not given) | -6% | 4% | -6 | ? | / | -21% | / | 1% | -8%
CCc1ccc(NC(=O)CSc2nc(C)c(C(=O)Nc3ccccc3)c(-c3ccc(OC)c(OC)c3)c2C#N)cc1 | -1% | 0% | -10 | 0% | / | -13% | / | -4% | 1%
COc1ccc(C(=O)N=C2SC3CS(=O)(=O)CC3N2Cc2ccc(OC)c(OC)c2)cc1 (stereo not given) | -11% | 1% | -7 | 2% | 7 | -11% | 0.5 | 5% | -3%
Cc1cc(OCc2nnc(SC(C)C(=O)O)n2Cc2ccccc2)ccc1Cl (stereo not given) | 8% | -3% | -14 | -18% | 5 | -34% | -0.1 | -10% | -3%
O=C(CCS(=O)(=O)c1ccc(Br)cc1)NCCc1ccccc1 | -3% | -2% | -14 | ? | 20 | 3% | 1.0 | 6% | -2%
NC(=O)c1c(NC(=O)c2cccnc2)sc2c1CCCC2 | -2% | 10% | -8 | -9% | -3 | 12% | 0.0 | 0% | -2%

High-throughput results as filed in PubChem.
